High-throughput results: PubChem, several laboratories
HDAC3 inhib: HDAC3 deacetylase inhibitors, primary screen, biochemical, fluorescence, cell-free homogeneous | hit rate 0.15% among 320,000 | inhibition, % at 8.3 µM | recombinant HDAC3, fluorogenic peptide/trypsin coupled | Histone deacetylase 3 (Homo sapiens), O15379; in the data active = inhibition above about 26%, passing the limit was not always enough
Target sequence (O15379 whole entry, looked up): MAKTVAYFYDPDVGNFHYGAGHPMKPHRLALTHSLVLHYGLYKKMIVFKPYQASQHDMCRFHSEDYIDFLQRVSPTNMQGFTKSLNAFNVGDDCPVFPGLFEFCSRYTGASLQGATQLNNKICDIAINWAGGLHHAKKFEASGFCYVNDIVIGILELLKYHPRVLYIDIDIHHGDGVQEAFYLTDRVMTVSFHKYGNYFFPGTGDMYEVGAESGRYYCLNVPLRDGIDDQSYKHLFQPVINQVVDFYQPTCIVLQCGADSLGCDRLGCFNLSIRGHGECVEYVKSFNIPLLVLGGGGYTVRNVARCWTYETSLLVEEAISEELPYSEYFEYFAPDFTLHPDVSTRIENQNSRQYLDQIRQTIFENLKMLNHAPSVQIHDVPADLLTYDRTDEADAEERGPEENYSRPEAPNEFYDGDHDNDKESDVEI
TMEM16A act: TMEM16A chloride channel activators or potentiators, primary screen, cell-based, HTS | HEK293 TMEM16A/YFP-H148Q/I152L, iodide quench fluorescence; active compounds read low | B-score at 10 µM | AID 623877, 2012 | hit rate 0.3% among 340,000 | Anoctamin-1 (Mus musculus), Q8BHY3;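 active = fluorescence-ratio B-score plate-corrected deviation score at least 3 library SD below zero, with starting fluorescence score within 5 deviations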;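 also: channel opened by trigger with iodide after compound preincubation; score built on the fluorescence ratio of max minus min over baseline; more negative score means more quench and so TMEM16A activation or potentiation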
* = called active by the depositor; i = inactive. Only part of the results is shown, so the mix of outcomes need not match the whole.

The line under a structure holds: HDAC3 inhib | TMEM16A act
> CN(CC(=O)Nc1ccccc1Cl)CC(=O)c1c(N)n(Cc2ccccc2)c(=O)n(C)c1=O
  -0.7 | i
> CCN(CC(=O)Nc1ccccc1OC)C(=O)CN1C(=O)NC(C)(c2ccccc2)C1=O (stereo unspecified)
  -1.6 | i
> COc1ccc(C2(C)NC(=O)N(CC(=O)c3cc(C)n(C4CC4)c3C)C2=O)cc1OC (stereo unspecified)
  2.4 | i
> CC(C)Cn1c(N)c(C(=O)COC(=O)c2cc3ccccc3cc2O)c(=O)n(C)c1=O
  6.0 | i
> CCc1sc(C(=O)NNC(=O)c2cncc(Br)c2)cc1C
  3.0 | i
> CCOC(=O)C1=C(COC(=O)C2CC(=O)N(CCc3ccccc3)C2)NC(=O)NC1C (stereo unspecified)
  -2.0 | i
> COc1ccc(OC)c(NC(=O)C(C)SCc2nc3sc(C)c(C)c3c(=O)[nH]2)c1 (stereo unspecified)
  4.9 | i
> C=CCn1c(SCC(=O)NC2CC2)nc2ccccc2c1=O
  1.2 | i
> C/C=C(\C)C(=O)O[C@@H]([C@H](O)c1cc2ccc(=O)oc2cc1OC)C(C)(C)O
  -27.2 | i
> CC1CCCC(C)N1C(=O)COC(=O)c1ccco1 (stereo unspecified)
  1.4 | i
> COc1ccc(CCNC(=O)c2cccc(S(=O)(=O)N3CCc4ccccc4C3)c2)cc1
  6.6 | i
> CN1CCN(c2ccc(Cl)cc2NC(=O)c2cc(=O)[nH]c3ccccc23)CC1
  -1.6 | i
> O=C(CCNC(=O)c1ccc([N+](=O)[O-])cc1)Nc1ccc(Cl)c(S(=O)(=O)N2CCOCC2)c1
  3.9 | i
> CCN1C(=O)C(=O)c2cc(C)ccc21
  0.2 | i
> CC(=O)C[C@@H](O)CC(=O)[C@H]1OC(=O)[C@H](C)C/C=C\Cc2ccccc21
  -3.4 | i

(further entries)
The line under a structure holds: HDAC3 inhib | TMEM16A act
> COc1ccc2c(-c3ccc(SC)cc3)c(-c3ccc(S(C)(=O)=O)cc3)sc2c1
  -67.6 | i
> Cc1cc(=O)[nH]c(SCC(=O)Nc2c(C)n(C)n(-c3ccccc3)c2=O)n1
  -10.2 | i
> Cn1c(N)c(C(=O)COC(=O)Cc2c(F)cccc2Cl)c(=O)n(C)c1=O
  -6.3 | i
> COc1ccc(S(=O)(=O)N2CCCCC2)cc1NC(=O)CN(Cc1ccco1)Cc1ccco1
  0.7 | i
> CSc1ccccc1C(=O)OCC(=O)N1CCCCCC1
  -2.8 | i
> Cc1ccccc1C(=O)NC(=S)N(Cc1ccccc1)c1ccccn1
  4.4 | i
> Cn1c2ccccc2c(=O)c2cc(C#CC3=CCCCC3)ccc21
  -5.1 | i
> CCOc1ccc(NC(=O)[C@@H]2CCCN2C(=O)c2cccs2)cc1S(=O)(=O)N1CCOCC1
  -5.4 | i
> COc1ccc(S(=O)(=O)N(C)C)cc1NC(=O)c1ccc2c(c1)NC(=O)C(C)S2 (stereo unspecified)
  -0.1 | i
> CCN(CC)S(=O)(=O)c1cccc(NC(=O)COC(=O)c2cncc(Br)c2)c1
  -0.6 | i
> COc1cc(C(=O)NCC(c2ccco2)N2CCCC2)ccc1OCc1ccccc1 (stereo unspecified)
  0.9 | i
> COc1ccc([C@H]2CC(=O)C=C(c3cccc(NC(C)=O)c3)C2)cc1
  1.2 | i
> CN(Cc1ccc(Cl)cc1)C(=O)c1ccc(S(=O)(=O)NCc2ccco2)cc1
  1.5 | i
> COc1cccc(C(=O)O[C@H]2[C@H](C)NS(=O)(=O)[C@H]3C[C@@H]4C=C[C@]23O4)c1
  -1.7 | i
> CC(NC(=O)CN1C(=O)NC2(CCCC2)C1=O)c1ccc(Cl)cc1Cl (stereo unspecified)
  -1.0 | i

Following part
The line under a structure holds: HDAC3 inhib | TMEM16A act
> Cc1cccc(C(=O)OCC(=O)NC(C)C2CC3CCC2C3)c1O (stereo unspecified)
  -1.6 | i
> COc1cccc(NC(=O)COC(=O)CCSc2ccccc2)c1
  0.5 | i
> O=C(CN1CCN(S(=O)(=O)c2ccccc2)CC1)N1CCCCC1
  0.1 | i
> CC(=O)Nc1ccc(NC(=O)c2cccc(S(=O)(=O)N(C)C3CCCCC3)c2)cc1
  4.5 | i
> N#Cc1ccc(CN2CCN(C(=O)CNS(=O)(=O)c3ccc4c(c3)OCCCO4)CC2)cc1
  -7.8 | i
> C[C@H](CO)N1C[C@H](C)[C@H](CN(C)Cc2ccccc2)Oc2c(NC(=O)Nc3ccc(F)cc3)cccc2C1=O
  0.1 | i
> C/C=C/C1=CC(=O)C[C@H](c2ccc3c(c2)OCO3)C1
  -2.5 | i
> CC(C)(CNCc1ccccc1)NS(=O)(=O)c1ccc(Cl)cc1
  3.0 | i
> CC(C)n1ncc2c(C(=O)Nc3cccc(C#N)c3)cc(C3CC3)nc21
  14.5 | i
> O=C(NCC1CC1)c1cccc2c1C(=O)c1ccc(N3CCCC3)cc1S2(=O)=O
  11.4 | i
> O=C(OCC(=O)c1ccccc1Cl)C1=NN(c2ccccc2)C(=O)CC1
  -3.8 | i
> N#Cc1ccc(CSc2ccc(S(=O)(=O)N3CCCC3)cn2)cc1
  -1.5 | i
> CCCc1cc(=O)[nH]c(SCC(=O)N2CCc3ccccc32)n1
  -2.1 | i
> O=C(NCc1ccccc1CN1CCCC1)c1cc2cc(Cl)ccc2o1
  3.0 | i
> CC(NC(=O)c1ccc2c(c1)OCO2)c1cccc(C(F)(F)F)c1 (stereo unspecified)
  10.7 | i

The results go on:
The line under a structure holds: HDAC3 inhib | TMEM16A act
> COc1ccc2sc(-c3ccc(SC)cc3)c(C#CCO)c2c1
  -0.1 | i
> C#CCOCCOCCOCCNc1nc(N2CCN(C(=O)[C@H](CC(N)=O)n3cc(C(N)[C@@H](C)CC)nn3)CC2)nc(N2CCN(C(=O)[C@H](CCCCN)n3cc([C@@H](N)CC(N)=O)nn3)CC2)n1 (stereo partly specified)
  1.1 | i
> O=C(CCc1nc2sc3c(c2c(=O)[nH]1)CCCC3)NCC(=O)Nc1ccccc1Br
  -0.2 | i
> CC(=NNC(=O)Cn1ccc(C(F)(F)F)n1)c1ccc(-n2ccnc2)cc1
  2.1 | i
> CCOC(=O)c1ccc(NC(=O)c2nc[nH]c2C(=O)NCCNC(=O)c2[nH]cnc2C(=O)Nc2ccc(C(=O)OCC)cc2)cc1
  -3.5 | i
> O=C(COC(=O)c1cccnc1Cl)NCCc1ccc(F)cc1
  -5.7 | i
> O=C(c1cc(-c2ccncc2)nc2ccccc12)N1CCN(c2ncccn2)CC1
  -1.4 | i
> CCc1sc(C(=O)N2CCN(C(=O)c3ccccc3)CC2)cc1C
  -2.0 | i
> C[C@@H](C(=O)OCC(=O)c1ccccc1)N1C(=O)C2CCCCC2C1=O (stereo partly specified)
  10.5 | i
> COc1ccccc1C(=O)COC(=O)c1cccs1
  0.5 | i
> COc1ccc(C=NNC(=O)c2cc(C)oc2C)cc1O
  12.7 | i
> O=C(CCNS(=O)(=O)c1ccc(F)c(F)c1)NCCN1CCOCC1
  -11.7 | i
> COc1cc(OC)cc(OC(=O)C2CCN(C3=NS(=O)(=O)c4ccccc43)CC2)c1
  -5.4 | i
> CN(C(=O)COC(=O)c1cc2ccccc2oc1=O)C1CCCCC1
  9.9 | i
> CCc1cc2c(SCC(=O)NCC3CCCO3)ncnc2s1 (stereo unspecified)
  -0.8 | i

New compounds follow
The line under a structure holds: HDAC3 inhib | TMEM16A act
> CC1CCCN(C(=O)c2ccc(Br)c(S(=O)(=O)N3CCOCC3)c2)C1 (stereo unspecified)
  0.2 | i
> CCC(CC)c1nnc(NC(=O)c2cccc(S(=O)(=O)N3CCOCC3)c2)s1
  3.6 | i
> CC(Sc1nnnn1C)C(=O)Nc1cc(S(=O)(=O)N2CCCCC2)ccc1Cl (stereo unspecified)
  -11.4 | i
> COCC(C)n1c(C)cc(C(=O)COC(=O)c2cccn2C)c1C (stereo unspecified)
  2.5 | i
> CCc1ccc(Nc2nnc(SC(C)C(=O)NC3CC3)s2)cc1 (stereo unspecified)
  3.1 | i
> CC(Oc1cccnc1[N+](=O)[O-])C(=O)N1CCc2ccccc21 (stereo unspecified)
  0.5 | i
> O=C(CNc1cc(S(=O)(=O)N2CCOCC2)ccc1N1CCOCC1)Nc1cccc(C(F)(F)F)c1
  0.9 | i
> CCN(CC)c1ccc(S(=O)(=O)N2CCCCC2)cc1NC(=O)C1CSC2(C)CCC(=O)N12 (stereo unspecified)
  -1.4 | i
> Cc1ccc(C)c(NC(=O)CN(C)C(=O)COc2ccc3ccccc3c2)c1
  -0.7 | i
> CCN1C(=NCc2cc(OC)c(OC)c(OC)c2)N[C@@H](c2cccc(C(F)(F)F)c2)C(C(=O)OC)=C1C
  -2.2 | i
> Cc1ccc(C)c(S(=O)(=O)N2CCN(Cc3cc4c(cc3O)OCO4)CC2)c1
  7.1 | i
> CC(C)(C)OC(=O)N[C@H](C(=O)OC(C)(C)C)c1ccc(Br)cc1
  -5.7 | i
> Cn1c(SCC(=O)Nc2cccnc2Cl)nnc1-c1ccco1
  -4.6 | i
> COc1ccc(NC(=O)CN2C(=O)NC3(CCCCC3C)C2=O)cc1S(=O)(=O)N1CCOCC1 (stereo unspecified)
  1.2 | i
> C[C@H]1NC(=O)[C@@]2(C)[C@@H](c3ccccc3)[C@H]3COc4ccccc4[C@@H]3N2C1=O
  -4.2 | i

Other structures
The line under a structure holds: HDAC3 inhib | TMEM16A act
> CC(C)[C@H](NC(=O)c1ccccc1Cl)C(=O)OCC(=O)N1CCCCC1
  -6.5 | i
> NC(=O)c1ccc(NC(=O)COC(=O)CC23CC4CC(CC(Br)(C4)C2)C3)cc1
  -1.4 | i
> COc1ccc(C(C)(C)C)cc1NC(=O)c1ccccc1-n1cnnn1
  0.6 | i
> O=C(COC(=O)c1ccc(Br)o1)NC12CC3CC(CC(C3)C1)C2
  -3.0 | i
> O=C(COc1ccccc1F)Nc1ccc(S(=O)(=O)N2CCCC2)cc1
  -1.5 | i
> Cc1cc(C)cc(N2C(=O)CC(c3ccccc3)CC2=O)c1
  1.9 | i
> CCOC(=O)c1c(NC(=O)COC(=O)c2nccnc2N)sc2c1CCC2
  3.8 | i
> CN(CC(=O)Nc1ccc(F)cc1)C(=O)COC(=O)c1ccc(=O)n(Cc2ccccc2)n1
  0.8 | i
> Cc1nn(CC(=O)OCC(=O)Nc2cccc(S(N)(=O)=O)c2)c(C)c1[N+](=O)[O-]
  -9.7 | i
> Cc1ccc(NC(=O)CSc2ncccn2)cc1S(=O)(=O)N1CCOCC1
  4.0 | i
> COc1ccc(CN(C)C(C)C(=O)N(C)CC(=O)Nc2ccc(C)cc2)cc1F (stereo unspecified)
  2.3 | i
> CC(C)C(NC(=O)c1ccccc1)C(=O)OCC(=O)N1CCCC1 (stereo unspecified)
  2.8 | i
> O=C(Cc1ccc(Cl)cc1)SCc1ccccc1
  -1.3 | i
> CCOCc1c(C(=O)NCC(c2ccco2)N2CCCC2)oc2ccccc12 (stereo unspecified)
  3.5 | i
> Cn1cncc1C#Cc1ccc2cc(C3(O)CCCCC3)oc(=O)c2c1
  -2.7 | i

Next section.
The line under a structure holds: HDAC3 inhib | TMEM16A act
> CC1CC(C)CN(C(=O)COC(=O)c2nccnc2N)C1 (stereo unspecified)
  -52.2 | i
> C[C@H]1CN([C@@H](C)CO)C(=O)c2cccc(NC(=O)Nc3ccc(C(F)(F)F)cc3)c2O[C@H]1CN(C)C
  1.4 | i
> O=C(COC(=O)c1cnc(Cl)c(Cl)c1)NC1CC1
  -14.6 | i
> C=CCC(C(=O)Oc1c(C(C)(C)C)cc(C)cc1C(C)(C)C)c1ccccc1 (stereo unspecified)
  -10.4 | i
> CCN(c1ccccc1)S(=O)(=O)c1ccc(Cl)c(NC(=O)CNCc2ccccc2OC)c1
  7.4 | i
> COc1ccc(CNC(=O)CN2C(=O)NC3(CCCCCCC3)C2=O)cc1
  6.1 | i
> CCOc1ccc(C(=O)N(CC)CC(=O)Nc2ccc3c(c2)OCCO3)cc1
  9.8 | i
> O=C(CCNC(=O)c1ccccc1Cl)NCCCSc1ccccc1
  1.5 | i
> COc1ccc(C2=Nn3c(nnc3-c3ccccc3Cl)SC2)cc1OC1CCOC1 (stereo unspecified)
  -2.4 | i
> Cc1cccnc1NC(=O)CNC(=O)c1ccccc1
  3.9 | i
> COCCCN(CC(=O)Nc1ccc(F)cc1)S(=O)(=O)c1cccs1
  -2.1 | i
> CCC(=O)NC(c1cc(Cl)c2ccccc2c1O)C(C)C (stereo unspecified)
  -0.2 | i
> CNc1snc(C)c1C(=O)OCC(=O)N(C)Cc1ccccc1
  3.3 | i
> N#Cc1ccccc1OCC(=O)NNC(=O)CNC(=O)c1cccc(Br)c1
  4.2 | i
> CNS(=O)(=O)c1cccc(C(=O)OCC(=O)c2ccc[nH]2)c1
  4.4 | i

The list continues.
The line under a structure holds: HDAC3 inhib | TMEM16A act
> C[C@H]1CN([C@@H](C)CO)C(=O)c2cccc(NS(=O)(=O)c3ccc(Cl)cc3)c2O[C@@H]1CN(C)CC1CCCCC1
  -5.3 | i
> CCc1sc(C(=O)Nc2ccc(OC)c(S(=O)(=O)N3CCOCC3)c2)cc1C
  2.6 | i
> CC1(C)C(=O)Nc2ccccc2N1C(=O)COC(=O)c1cccnc1
  -3.5 | i
> CCOc1ccccc1OCCCC(=O)N1CCN(S(=O)(=O)c2ccc(C)cc2C)CC1
  6.1 | i
> Cc1cc(Br)ccc1NC(=O)CNC(=O)c1cnn(C)c1
  -5.5 | i
> O=C1OC(=O)c2c(Br)c(Br)c(Br)c(Br)c21
  0.2 | i
